# High-throughput results: PubChem BioAssay, Vanderbilt High Throughput Screening Facility
# D1 mod: D1 dopamine receptor (human) allosteric modulation. AID 641. P21728. 58,000 tested, 5.9% active. B-score at 10 µM. HEK293 D1, CRE-luciferase, dopamine EC30 potentiation; actives deviate in either direction;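 active means luminescence count or its row- and column-corrected plate score outside the 99.7% band of the plate's sample wells, on either side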
# An asterisk follows results filed as active. Some of the compounds tested; rates above refer to the full screens.
# The first 2 entries (preview)
SMILES,D1 mod
CCCCn1c(C)c(C(=O)OCC)c2c(CN3CCOCC3)c(O)ccc21,1.2
CN1CSC(=S)N(C)C1,-0.61

# Results, previewed entries included:
SMILES,D1 mod
CCCCn1c(C)c(C(=O)OCC)c2c(CN3CCOCC3)c(O)ccc21,1.2
CN1CSC(=S)N(C)C1,-0.61
COc1ccccc1N1CCN(Cc2c(F)cccc2Cl)CC1,0.17
